tuberculosis growth: growth inhibition of non-replicating M. tuberculosis (AID 488890); Mycobacterium tuberculosis non-replicating, growth inhibition; higher % means a stronger effect; inhibition, % at 25 µM; hits with a dose series show IC50 in µM; 320,000 compounds, 0.39% hits; in the data active = a potency from the dose series; inconclusive = inhibition mostly from about 82% at the one dose, without a potency; inactive = the rest, 99 in 100 with inhibition below about 76%;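 note: plate controls were DMSO cells for no effect and high antibiotic wells for full effect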
H37Rv inhibition: M. tuberculosis growth inhibition, HTS (AID 449762); M. tuberculosis H37Rv growth inhibition, 7H9 media; higher % means a stronger effect; inhibition, % at 25 µM, or IC50 in µM where a hit was titrated; 330,000 compounds, 0.59% hits; in the data active = a potency from the dose series; inconclusive = inhibition above about 70% without an active follow-up result;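 note: bacterial growth assessed after seven days of incubation; strong numbers were not always called active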
influenza NS1A: H1N1 influenza NS1A inhibitors, functional cell based assay (AID 504329). NS1A functional cell-based assay, percent inhibition; higher % means a stronger effect. inhibition, % at 12.5 µM; hits with a dose series show IC50 in µM. 340,000 compounds, 0.3% hits; in the data active = a potency from the dose series; inconclusive = inhibition above about 27% without an active follow-up result; note: strong numbers were not always called active
VEEV TC-83 Vero: inhibitors of VEEV TC-83 cytopathic effect, confirmation, Vero cells (AID 588727) | Vero cells, VEEV TC-83 cytopathic effect inhibition; higher % means a stronger effect | inhibition, % at 20 µM, or IC50 in µM where a hit was titrated | 350,000 compounds, 0.13% hits; in the data active = a potency from the dose series; inconclusive = inhibition mostly from about 14% at the one dose, without a potency; inactive = the rest, 99 in 100 with inhibition below about 12%; note: strong numbers were not always called active
Salmonella PhoP GFP: PhoP regulon inhibitors, Salmonella typhi PhoP promoter GFP reporter, confirmatory (AID 1850) | 310,000 compounds, 0.33% hits | one-dose inhibition, % at 50 µM; IC50 in µM for titrated hits | Salmonella Typhi PhoP-promoter GFP reporter, fluorescence, 4 h; higher % means a stronger effect; in the data active = a potency from the dose series; inconclusive = inhibition mostly from about 25% at the one dose, without a potency; inactive = the rest, 99 in 100 with inhibition below about 19%;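 note: 0% = induced wells with vehicle and 100% = uninduced wells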
VEEV TC-83 Vero 10K pilot screen: recorded beside VEEV TC-83 Vero, whose call it bears; inhibition, %; measured here: 10K pilot screen inhibition
Numbers without * were called inactive; i = inactive; ? = inconclusive; nt = no result given.

SMILES	tuberculosis growth	H37Rv inhibition	influenza NS1A	VEEV TC-83 Vero	Salmonella PhoP GFP	others
CC(C)[N+](C)(C)CC(O)CN(c1ccccc1)c1ccccc1 (configuration not stated)	13.7%	-11.6%	-2.2%	1.3%	1.6%
Nc1nonc1NC(=O)CSc1ncccc1C(=O)O	-4.0%	4.3%	-4.2%	0.9%	-2.0%
N/C(=N\OC(=O)/C=C/c1ccccc1)c1ccc(Cl)cc1	-5.5%	-2.0%	nt	i	-7.9%
COc1ccc(N2CCN(C(=S)Nc3ccc(C)cc3)CC2)cc1	1.2%	5.4%	-7.0%	0.8%	10.4%
Cc1ccc2nc(N(CCCN(C)C)C(=O)c3ccc(S(=O)(=O)N4CCc5ccccc5C4)cc3)sc2c1	40.3%	?	>50µM*	?	-1.4%
Cc1c(NC(=S)NC(=O)c2cccc(Br)c2)c(=O)n(-c2ccccc2)n1C	18.3%	-0.2%	8.6%	0.2%	-6.3%
COc1cccc(N2C(=O)CN(Cc3ccc(OC)c(OC)c3)C2=S)c1	-1.1%	2.7%	-1.5%	0.5%	-2.3%
O=C(OC(C(=O)NCc1cccs1)c1ccc(F)cc1)c1ccco1 (configuration not stated)	1.3%	-4.3%	2.7%	6.2%	-14.3%
CC(=O)Nc1ncc(Cc2cccc(Cl)c2)s1	nt	4.5%	10.8%	0.5%	3.5%
COc1ccccc1C(=O)Nc1ccc2oc(-c3ccc(F)cc3)nc2c1	-0.2%	4.6%	-4.4%	5.3%	4.9%
CCOC(=O)c1cnn(CCOC(=O)c2ccc(OC)cc2)c1NC(=O)c1ccc(OC)cc1	-0.6%	-2.7%	5.5%	0.1%	-16.2%
COc1ccc(N(CC(=O)N/N=C(\C)c2ccc(OC)c(OC)c2)S(=O)(=O)c2ccccc2)cc1	-15.6%	6.9%	-15.2%	i	-14.6%
O=C(Nc1cc(S(=O)(=O)N2CCCCC2)ccc1N1CCOCC1)c1cc(=O)[nH]c2ccccc12	5.9%	-4.4%	0.1%	5.5%	1.5%
CC1CCC(C(C)C)C(=O)/C1=C/c1ccc(N)cc1 (configuration not stated)	38.1%	1.8%	0.2%	0.8%	-2.1%
CC(=O)N1c2ccc(S(=O)(=O)N3CCC(C(=O)NC4CCCCC4C)CC3)cc2CC1C (configuration not stated)	nt	-1.8%	6.5%	1.2%	-8.6%
Cc1cccc2sc(NNC(=O)C3=COCCO3)nc12	-9.8%	2.7%	4.6%	i	3.0%
O=C(NCC12CC3CC(CC(C3)C1)C2)c1nc2ncccn2n1	28.5%	-14.1%	-7.0%	i	-8.5%
COc1ccccc1N1CCN(CC(O)COCCOc2ccc(Br)cc2)CC1 (configuration not stated)	55.7%	9.5%	1.0%	i	8.9%
O=C(COC(=O)C1(c2ccccc2)CC1)NNC(=O)c1ccccc1	-4.4%	-7.4%	-6.8%	2.6%	13.5%
COc1ccc(S(=O)(=O)N2CCCCC2)cc1NC(=O)c1cc(C)on1	-11.8%	-5.5%	-3.3%	i	4.1%
COC(=O)c1sccc1NC(=O)c1c(C)noc1C	8.1%	-5.9%	-0.5%	0.4%	-3.9%
O=C(CN1CCCCCC1)Nc1ccc(Oc2ccccc2)cc1	44.0%	-2.3%	5.7%	i	-0.3%
Cc1c(C(=O)Nc2ccccn2)oc2ccc(Br)cc12	2.0%	-6.6%	-5.2%	0.9%	7.7%
CCCc1ccc2oc(C(=O)N3CCC(COC)C3)c(C)c2c1 (configuration not stated)	56.6%	12.2%	-3.9%	1.2%	3.0%
O=C(Nc1ccccc1)Nc1ccc(Oc2cccnc2)nc1	3.5%	3.9%	11.9%	1.4%	0.0%
New compounds follow.
SMILES	tuberculosis growth	H37Rv inhibition	influenza NS1A	VEEV TC-83 Vero	Salmonella PhoP GFP	others
Cc1ccc(OCc2cc(C(=O)N(C)Cc3nccn3C)no2)cc1C	34.6%	8.1%	-4.7%	0.6%	-18.0%
Cc1cc(N2CCOCC2)nc2ccc(NC(=O)C3CCC(C)CC3)cc12 (configuration not stated)	8.2%	14.1%	12.4%	1.1%	-6.3%
O=S(=O)(Nc1cccc(-c2cn3ccsc3n2)c1)c1ccc(F)cc1	14.8%	-8.1%	12.5%	8.1%	-3.8%
COc1cccc(CN2CC(C(=O)N3CCN(C(C)C)CC3)CCC2=O)c1 (configuration not stated)	10.1%	-2.9%	2.9%	0.7%	-0.9%
Cc1ccc2c(n1)sc1c(-c3ccc(Br)cc3)c(C#N)c(N)nc12	?	62.6%	-8.6%	3.5%	3.1%
C=Cn1c(N2CCOCC2)nc2c1c(=O)[nH]c(=O)n2C	-19.1%	-0.5%	6.2%	1.4%	-2.1%
CCOc1ccc(Cl)cc1S(=O)(=O)N1CCN(c2ccc(C)c(C)c2)CC1	10.1%	1.5%	9.2%	i	7.0%
CN=C1SC(CC(=O)Nc2ccccc2F)C(=O)N1/N=C/c1ccc(O)c(OC)c1 (configuration not stated)	-7.4%	-0.1%	-12.5%	0.4%	-14.7%
FC(F)(F)c1ccccc1CN1CCC(Cc2ccccc2)CC1	26.1%	3.2%	-6.2%	0.7%	-2.4%
N/C(=N\OC(=O)/C=C/c1ccccc1Cl)c1cccnc1	-15.1%	-10.7%	nt	1.8%	1.9%
CN(C(=O)C1CCOC1)c1nnc(-c2ccccn2)s1 (configuration not stated)	-8.2%	-4.8%	-2.0%	3.7%	-6.0%
CC(C)(C)Cc1nnc(NC(=O)c2ccco2)s1	13.7%	-2.8%	-7.0%	2.0%	5.5%
CCOC(=O)c1cn(CC2CC2)c2cc(F)c(F)cc2c1=O	-5.3%	-4.7%	9.4%	0.2%	-1.4%	VEEV TC-83 Vero 10K pilot screen=0.8
COc1ccc(NC(=O)c2cccc(NC(=O)C(C)C)c2)c([N+](=O)[O-])c1	-7.8%	-1.2%	2.7%	i	-3.4%
O=C(Nc1cnn(C23CC4CC(CC(C4)C2)C3)c1)c1cc(-c2ccccc2)on1	-9.5%	-1.4%	6.3%	4.7%	-3.4%
CCC1=NN2C(=N)/C(=C\c3cccn3-c3cccc(Cl)c3)C(=O)N=C2S1	65.5%	14.0%	6.8%	7.9%	-8.5%
O=[N+]([O-])c1ccccc1C1Nc2cccc3cccc(c23)N1	100.5%	-4.8%	-0.6%	3.9%	-3.9%
COCCNC(=O)C(c1ccc(F)cc1)N(CC1CCCO1)C(=O)CCC(=O)Nc1ccccn1 (configuration not stated)	nt	nt	1.0%	0.2%	nt
O=S(=O)(c1ccc(Cl)cc1)N1CCC(O)(c2cccnc2)CC1	3.2%	-3.7%	-2.7%	0.4%	-1.9%
CC1CCc2[nH]c3ccc(C(=O)O)cc3c2C1 (configuration not stated)	20.9%	-8.2%	-2.4%	1.1%	-9.4%
O=C(N1CCCC1)N1CCN(S(=O)(=O)c2ccccc2)CC1	-5.8%	-14.9%	1.2%	1.4%	9.8%
COCC1CCN(C(=O)CCc2nnc(C3(c4ccc(Cl)cc4)CCC3)o2)CC1	-0.7%	0.6%	-13.8%	5.3%	0.6%
CCCCCC(=O)Nc1ccc2oc(-c3cncc(Br)c3)nc2c1	-8.8%	-6.0%	3.1%	1.1%	10.8%
C=CCn1c(COc2ccccc2)nnc1SCC(=O)C(C)(C)C	-0.8%	-3.1%	-0.1%	i	0.7%
O=[N+]([O-])c1nn(-c2ccc3c(c2)OCCO3)n(O)c1=NC1CCCCC1	55.9%	?	9.8%	3.2%	6.4%
Continued.
SMILES	tuberculosis growth	H37Rv inhibition	influenza NS1A	VEEV TC-83 Vero	Salmonella PhoP GFP	others
Cc1ccc(CN2CCN(Cc3nc4ccccc4nc3C)CC2CCO)cc1 (configuration not stated)	4.3%	-14.4%	-4.8%	2.2%	-3.9%
COc1ccc(/C=N/NC(=O)c2cccc([N+](=O)[O-])c2)cc1OC(=O)c1ccc(C)cc1	-2.0%	-1.1%	2.4%	?	-15.3%
Clc1ccc(-c2nnc3sc(Cc4cccs4)nn23)cc1	?	?	-2.2%	1.0%	-7.0%
N#Cc1c(Cl)nc(Cl)c2c1CCN(Cc1ccccc1)C2	65.8%	-2.9%	4.8%	1.1%	-3.9%
COc1ccc(CNC(=O)C2(CC3CC(c4ccccc4)=NO3)CCN(C(=O)C3CCCC3)CC2)cc1 (configuration not stated)	19.9%	4.0%	-1.6%	i	-17.0%
CCOC(=O)C1=C(CC)NC2=C(C(=O)CCC2)C1c1ccc(OC)c(OC)c1 (configuration not stated)	10.7%	-3.3%	-1.9%	1.6%	5.3%
O=C(c1cccc(NS(=O)(=O)c2cccc([N+](=O)[O-])c2)c1)N1CCOCC1	-2.1%	-2.4%	-5.5%	1.9%	-1.5%
COc1ccc(-c2sc3ccc(N4CCOCC4)cc3c2C#CCO)cc1	74.7%	?	13.1%	6.4%	nt
COc1ccc(NC(=O)CCS(=O)(=O)c2ccc(Cl)cc2)cc1	8.5%	-3.0%	-0.1%	i	2.9%
CCOc1nc(CC(C)C)c2c(c1C#N)CC(C)(C)OC2	-7.3%	8.6%	10.0%	0.4%	-3.3%
CC1=C(C(=O)Nc2nc3ccccc3s2)C(c2ccco2)C(C#N)=C(SCC(=O)NC2CCCCC2)N1 (configuration not stated)	66.0%	?	0.7%	1.6%	-7.5%
CCCCC[C@H]1CN(CCCC)C(=O)[C@@H]1CC(=O)NCc1ccc(OC)cc1	29.9%	-1.5%	-2.4%	i	8.6%
Cn1cc(S(=O)(=O)N2CCN(c3ccccc3F)CC2)c(=O)n(C)c1=O	-16.9%	-1.5%	0.3%	0.2%	-9.5%
O=C(COc1ccc2c3c(c(=O)oc2c1)CCC3)NC1CCN(Cc2ccccc2)CC1	4.9%	2.0%	-1.7%	0.0%	4.5%
CCOc1ccc(S(=O)(=O)N(CC(=O)NC2CCCCC2C)Cc2ccco2)cc1 (configuration not stated)	0.1%	4.7%	12.3%	i	-2.2%	VEEV TC-83 Vero 10K pilot screen=3.2
COc1cccc(C(=O)Nc2ccc3c(C)cc(=O)oc3c2)c1	-14.4%	0.8%	-9.3%	0.8%	-0.7%
COc1ccc(S(=O)(=O)n2cnc3ccccc32)cc1	-5.8%	2.1%	-8.8%	1.1%	-7.4%
C/C=C/c1ccc(OCC(=O)N(C)CC(=O)Nc2ccc(F)cc2)c(OC)c1	12.7%	8.5%	-11.3%	1.2%	2.1%

Structural class, those above with fluorine
SMILES	tuberculosis growth	H37Rv inhibition	influenza NS1A	VEEV TC-83 Vero	Salmonella PhoP GFP	others
O=C(OC(C(=O)NCc1cccs1)c1ccc(F)cc1)c1ccco1 (configuration not stated)	1.3%	-4.3%	2.7%	6.2%	-14.3%
COc1ccccc1C(=O)Nc1ccc2oc(-c3ccc(F)cc3)nc2c1	-0.2%	4.6%	-4.4%	5.3%	4.9%
O=S(=O)(Nc1cccc(-c2cn3ccsc3n2)c1)c1ccc(F)cc1	14.8%	-8.1%	12.5%	8.1%	-3.8%
CN=C1SC(CC(=O)Nc2ccccc2F)C(=O)N1/N=C/c1ccc(O)c(OC)c1 (configuration not stated)	-7.4%	-0.1%	-12.5%	0.4%	-14.7%
FC(F)(F)c1ccccc1CN1CCC(Cc2ccccc2)CC1	26.1%	3.2%	-6.2%	0.7%	-2.4%
CCOC(=O)c1cn(CC2CC2)c2cc(F)c(F)cc2c1=O	-5.3%	-4.7%	9.4%	0.2%	-1.4%	VEEV TC-83 Vero 10K pilot screen=0.8
COCCNC(=O)C(c1ccc(F)cc1)N(CC1CCCO1)C(=O)CCC(=O)Nc1ccccn1 (configuration not stated)	nt	nt	1.0%	0.2%	nt
Cn1cc(S(=O)(=O)N2CCN(c3ccccc3F)CC2)c(=O)n(C)c1=O	-16.9%	-1.5%	0.3%	0.2%	-9.5%
C/C=C/c1ccc(OCC(=O)N(C)CC(=O)Nc2ccc(F)cc2)c(OC)c1	12.7%	8.5%	-11.3%	1.2%	2.1%
